Bioassay records (PubChem BioAssay)
AI-2 QS modul = modulators of Vibrio harveyi AI-2 quorum sensing system; Vibrio harveyi JMH597 AI-2 luminescence/OD600 ratio, 9 h; stronger effect = lower value; strain lacks LuxN and CqsS sensors; 0 = neutral-control median; activity change, % at 7.5 µM; 300,000 compounds, 0.4% hits; in the data active = activity change below about -75%, passing the limit was not always enough;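 note: luminescence divided by OD600 gain over 9 h not by final OD600 alone; inactives centre near 13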
HSP90 refold inh = inhibitors of HSP90 luciferase refolding in rabbit reticulocyte lysate; luciferase refolding luminescence, 3 h; inhibition, % at 5.6 µM; 290,000 compounds, 0.91% hits; AID 1789;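 active = inhibition above the screen-wide mean plus 3 SD, computed separately per campaign, cut at about 16% in these data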;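 note: 0% = DMSO wells and 100% = 60 µM geldanamycin wells; inhibitors lower the luminescence because luciferase stays unfolded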
HSF1 inh = HSF1 inhibition; NIH3T3-HGL HSE-luciferase, MG132-induced, luminescence 8 h; stronger effect = lower value; activity change, negative = inhibition, % at 7.5 µM (by protocol); 300,000 compounds, 0.77% hits;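 active = more than half of replicate wells show activity change below -50%, luminescence cut by over half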;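 note: luciferase reports HSF-1 transcriptional activity via heat shock element; 0% = median of DMSO wells and -100% = zero luminescence signal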
GSK3B inh = blocks human GSK3beta kinase activity; P49841; GST-GSK3beta kinase, ADP-Glo luminescence, 60 min; stronger effect = lower value; activity score (negative = inhibition), % at 10 µM; 300,000 compounds, 0.038% hits; AID 2097;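 active = more than half of replicate wells score below -50%, meaning over 50% inhibition versus plate controls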;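 note: 0% = median DMSO wells and -100% = median GW8510 positive control wells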
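Test system – GST-tagged human GSK3beta kinase, cell-free · Incubation – 60 min enzyme reaction, room temperature · Signal – ADP-Glo luminescence · Also added – peptide substrate and ATP at 25 µM · Controls – DMSO neutral wells and GW8510 at 20 µM as positive · Buffer or medium – Tris/MgCl2 kinase buffer · Measure – Luminescence-derived activity versus plate DMSO and GW8510 wells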
GSK3 alpha inh = human GSK-3 alpha kinase inhibition | ADP-Glo luminescence, 60 min | inhibition, % at 10 µM | 320,000 compounds, 0.1% hits;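 in the data active = inhibition above about 50%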;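 note: GST-tagged GSK-3 alpha with peptide substrate and 25 µM ATP; 0% = DMSO neutral wells and 100% = GW8510 positive control wells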
Target sequence (P49840 whole entry, looked up): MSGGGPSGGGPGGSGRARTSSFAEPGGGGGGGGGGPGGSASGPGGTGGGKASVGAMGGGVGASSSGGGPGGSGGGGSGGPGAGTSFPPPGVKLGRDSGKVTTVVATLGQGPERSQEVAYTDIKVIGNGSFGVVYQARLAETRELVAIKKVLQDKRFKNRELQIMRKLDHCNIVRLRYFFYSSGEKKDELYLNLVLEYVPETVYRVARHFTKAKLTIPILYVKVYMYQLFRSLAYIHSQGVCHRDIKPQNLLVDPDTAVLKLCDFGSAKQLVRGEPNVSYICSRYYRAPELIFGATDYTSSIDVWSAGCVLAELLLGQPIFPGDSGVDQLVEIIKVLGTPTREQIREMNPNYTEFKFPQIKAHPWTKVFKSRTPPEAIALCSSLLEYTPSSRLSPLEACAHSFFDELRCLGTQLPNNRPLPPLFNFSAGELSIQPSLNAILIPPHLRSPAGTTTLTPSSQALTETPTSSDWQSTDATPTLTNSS
DYRK1A inh = Dyrk1A (rat) kinase inhibition. Q63470. ADP-Glo luminescence, NFATc1 peptide. inhibition, % at 12.5 µM. 310,000 compounds, 0.43% hits; in the data active = inhibition above about 50%;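 note: plate controls were vehicle with enzyme for no effect and no enzyme for full effect; many of its hits are not listed in these tables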
PolyA inhibitor = inhibitors of polyadenylation in S. cerevisiae; S. cerevisiae SKY197-pL101 polyadenylation reporter, beta-gal luminescence; efflux-impaired pdr1/pdr3 knockout yeast; score 100 = 6 SD above DMSO; calls only at 12 µM; 300,000 compounds, 0.02% hits; AID 1875;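 active = lowest replicate activity score at least 50, where 100 means six control SD above control mean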;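 note: yeast exposed to compound for 9 h at 30 °C; higher score means more reporter readthrough which indicates perturbed polyadenylation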
Platelet DG rel = platelet dense granule release activity; human platelet-rich plasma, SFLLRN dense granule ATP release, luminescence; inhibition, %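 (compounds screened at 7.5 µM in platelet-rich plasma)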; 300,000 compounds, 0.22% hits; AID 1663;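 active = mean replicate score, as percent of positive control, at or above 50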
HDAC3 inh = blocks human histone deacetylase 3; 320,000 compounds, 0.15% hits; inhibition, % at 8.3 µM; recombinant HDAC3, fluorogenic peptide/trypsin coupled, fluorescence; in the data active = inhibition above about 26%, passing the limit was not always enough
Target sequence (O15379 whole entry, looked up): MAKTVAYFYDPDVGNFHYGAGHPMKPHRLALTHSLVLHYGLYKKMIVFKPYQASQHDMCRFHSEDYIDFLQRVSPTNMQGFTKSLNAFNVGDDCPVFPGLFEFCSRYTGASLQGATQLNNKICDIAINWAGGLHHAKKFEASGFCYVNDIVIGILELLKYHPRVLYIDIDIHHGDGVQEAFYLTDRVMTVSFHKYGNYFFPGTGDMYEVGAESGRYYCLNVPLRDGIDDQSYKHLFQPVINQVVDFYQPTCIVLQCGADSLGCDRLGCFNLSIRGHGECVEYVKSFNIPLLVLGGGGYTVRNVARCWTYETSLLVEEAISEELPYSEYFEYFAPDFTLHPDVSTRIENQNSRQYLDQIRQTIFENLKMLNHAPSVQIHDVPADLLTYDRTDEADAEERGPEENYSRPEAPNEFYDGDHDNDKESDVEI
HSF1 activator = increases HSF-1 driven luciferase reporter signal; 300,000 compounds, 1.7% hits; activation, % at 9 µM; NIH3T3-HGL HSF-1 luciferase reporter, MG132, 8 h; 100% = twice DMSO control signal;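 active = mean replicate activation of at least 50% with a set share of replicates each reaching 50%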;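 note: 0% = median of the neutral control wells and 100% = twice that signal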
* = called active by the depositor; i = inactive; · = not tested or not shown; & = joins results of further samples.

SMILES | AI-2 QS modul | HSP90 refold inh | HSF1 inh | GSK3B inh | GSK3 alpha inh | DYRK1A inh | PolyA inhibitor | Platelet DG rel | HDAC3 inh | HSF1 activator
Cc1ccccc1C(=O)NNC(=O)CSc1nc2ccccc2c(=O)[nH]1 | 15 | 1 | 8 | 1 | 1 | -3 | i | 20 | 1 | 8
Cc1ccc(C)c(S(=O)(=O)N2CCN(C(=O)CCNS(=O)(=O)c3ccc(C)c(C)c3)CC2)c1 | 14 | · | 3 | 3 | -2 | · | i | -3 | -7 | 8
COC(=O)Cn1c(=NC(=O)c2cccc(OC)c2)sc2cc(OC)ccc21 | 19 | 1 | -4 | 1 | 1 | -5 | i | 9 | -15 | -8
CCOC(=O)C1=C(c2ccc(OC)cc2)OC(N)=C(C#N)C1c1cccnc1 (stereo not drawn) | -5 | 1 | 0 | 0 | 10 | · | i | 4 | -3 | 11
O=C(COC(=O)COc1ccccc1Cl)Nc1ccccc1OC(F)F | 27 | 2 | 1 | 0 | 2 | 3 | i | -3 | 0 | 2
Cc1cccc(NC(=O)C2CCCN(S(=O)(=O)c3cccc4nsnc34)C2)c1 (stereo not drawn) | 7 | 2 | · | -4 | -3 | 2 | i | -5 | -5 | ·
CNc1nnc(CSc2nc3ccccc3s2)s1 | -6 | 1 | 7 | -3 | 1 | 0 | · | 5 | 2 | -2
COCCN(C(=O)COC(=O)c1cc2c(s1)CCC2)c1c(N)n(Cc2ccccc2)c(=O)[nH]c1=O | -6 | · | -4 | 0 | -1 | · | i | -5 | -9 | -10
COC(=O)C1=C(C)N(CCCC(=O)O)C(=O)NC1c1ccc(Cl)cc1 (stereo not drawn) | 22 | · | -1 | 1 | -2 | 56* | i | 0 | -6 | 8
Cn1ncc(Cl)c1C(=O)Nc1ccncc1 | 40 | 0 | -1 | 2 | 2 | 8 | i | 0 | 5 | 3
CC1CCN(c2nc(/C=C/c3ccccc3)nc3ccccc23)CC1 | 24 | -6 | 7 | 1 | · | -2 | i | 4 | · | -7
CN(C)/C=C1\SC(=S)N(c2ccc(Br)cc2)C1=O | 11 | -4 | 7 | 0 | 2 | · | i | 6 | 2 | 26
COC(=O)C1=C(C)NC(C)=C(C(=O)OC)C1C(=O)OCCN1C(=O)c2ccccc2C1=O | 7 | 1 | -3 | 2 | -2 | 3&1 | i | 4 | 1 | -9
CC1CCN(S(=O)(=O)c2ccc3c(c2)c(=O)c(C(=O)NC2CCCC2)cn3C)CC1 | 19 | -1 | 4 | 2 | -4 | -7 | i | -3 | 6 | -7
Clc1cc2nc3ccccn3c2cc1Cl | 25 | 0 | 4 | -10 | -1 | 17 | i | 15 | 1 | 14
C/C(=C\c1ccccc1)C(=O)n1nnc2ccccc21 | · | 3 | 11 | · | -4 | -3 | i | 2 | 28* | 40
CC(=O)c1ccc(NC(=O)CCc2nc3sc4c(c3c(=O)[nH]2)CCCC4)cc1 | 4 | · | 22 | 3 | 9 | -2 | i | -4 | -2 | 32
C[C@H](NC(=O)c1nc[nH]c1C(=O)N1CCc2ccccc2C1)C(=O)OCc1ccccc1 | 13 | · | 12 | 0 | -3 | 2 | i | 4 | 11 | 27
CCN(c1ccc(OC)cc1)S(=O)(=O)c1nnc(NC(=O)c2ccc(C)cc2)s1 | 11 | -3 | 2 | 1 | -2 | -7 | i | 0 | -1 | 14
COc1cccc(C(=O)NCCS(=O)(=O)NCC2CCCO2)c1 (stereo not drawn) | 11 | · | -3 | 4 | 2 | 7 | i | -7 | 3 | -7
CC(C)CN(C(=O)CN1CCN(c2ccc(F)cc2)CC1)c1c(N)n(CC(C)C)c(=O)[nH]c1=O | 2 | 1 | -2 | -5 | -2 | 0 | i | -1 | -13 | 0
O=Cc1c(-c2ccc(Cl)cc2)oc2ccc(O)cc12 | 29 | · | -55* | -22 | 3 | · | i | 6 | 3 | -57
O=C(NCCCn1ccnc1)c1noc2c1CCc1ccccc1-2 | 20 | 4 | 12 | 0 | -2 | 16 | i | -16 | -1 | 18
CC(=O)Nc1ccc(S(=O)(=O)Nc2cc(-c3ccccc3)nn2C)cc1 | 21 | 0 | 4 | 1 | -1 | · | i | -10 | 1 | 12
c1ccc(Cc2cc(-c3ccccc3)on2)cc1 | -64 | 0 | 24 | 2 | 0 | -7 | i | -1 | 3 | 71*
CC1=C(C(=O)OC(C)C)C(c2cncc(-c3ccc(F)cc3)c2)C(C#N)=C(N)O1 (stereo not drawn) | -6 | 8 | -8 | -3 | -30 | -2 | i | 0 | -3 | 5
N=c1c2c(-c3ccccc3)c(-c3ccccc3)n(Cc3ccco3)c2ncn1Cc1ccco1 | 25 | 8 | -4 | -1 | -1 | 4 | i | -12 | -1 | 8
CCc1nnc(NC(=O)C(NC(=O)c2ccccc2Cl)C(C)C)s1 (stereo not drawn) | -8 | 0 | 5 | -1 | -3 | · | i | -1 | -2 | 24
N=C1/C(=C/c2coc3ccccc3c2=O)C(=O)N=C2SC(c3ccco3)=NN12 | · | 2 | -5 | 3 | -5 | · | i | 15 | -6 | 5
CCCCN(CC)CCCNC(=O)c1cc2cc3ccc(OC)cc3nc2o1 | 6 | 2 | 10 | -3 | -13 | 50* | i | · | -354 | 20
CCOC(=O)c1c(NC(=S)NCc2ccccc2)sc2c1CCN(C(=O)OCC)C2 | 17 | 3 | 36 | -2 | 7 | 9 | i | 2 | 8 | 72*
COC(=O)C1=NNCC12CC(=O)N(c1ccc(Br)cc1)C2=O (stereo not drawn) | 18 | 4 | 3 | 5 | -3 | 1 | i | 1 | 1 | 6
COC(=O)CSc1n[nH]c(=S)s1 | 9 | 0 | -2 | 0 | -4 | 2 | i | 0 | 10 | 5
CSc1ccc(S(=O)(=O)NCC(=O)OCC(=O)N2CCCCC2C)cc1[N+](=O)[O-] (stereo not drawn) | 1 | · | -2 | 0 | -2 | 4 | i | 8 | 0 | -17
CCCn1c(CCC(=O)O)ccc1-c1ccc(F)cc1 | 13 | -2 | 4 | 0 | 1 | 4 | i | -1 | 3 | 23
COc1ccc(/C=C/c2nc3ccccc3n2Cc2ccccc2OC)cc1 | 1 | 3 | 21 | 0 | -2 | 4 | i | 9 | -4 | 68*
CCCCn1c(O)c(N=NC(=O)Cn2c(C(F)(F)F)nc3ccccc32)c2ccccc21 | -19 | -4 | -1 | 0 | -2 | -8 | i | -21 | 4 | 5
Cc1ccc(C)c(S(=O)(=O)N2C(=S)NC(=O)C2C(C)C)c1 (stereo not drawn) | 13 | 5 | -4 | 4 | 3 | -2 | i | -4 | 6 | -13
Cn1c(=O)c2c(nc(OCCc3ccccc3)n2C)n(C)c1=O | 9 | 2 | -1 | -3 | 1 | 2 | i | -1 | 0 | 4
CCOc1ccc(NC(=O)CCNC(=O)C2CCN(S(=O)(=O)c3ccccc3)CC2)cc1 | 8 | 1 | 7 | 0 | -6 | 3 | i | 0 | 4 | 8
Cn1c(SCC(=O)Nc2ccc3[nH]c(=O)[nH]c3c2)nnc1-c1ccc(F)cc1 | 12 | -3 | -8 | -1 | -1 | 3 | i | 1 | -6 | -9
CCCCCOc1cccc(C2C(C(=O)c3cccs3)=C(O)C(=O)N2CCN2CCOCC2)c1 (stereo not drawn) | -4 | · | 12 | 2 | -5 | 1 | i | 5 | -2 | 7
Nn1c(COc2ccccc2)nnc1SCc1cc(=O)[nH]c2ccccc12 | 13 | 3 | 6 | -1 | 1 | 9 | i | -8 | 5 | -1
CC(C)Cn1c(=O)c2ccccc2n2c(CCC(=O)O)nnc12 | 26 | 5 | -9 | -21 | -3 | 1 | i | 3 | -3 | 2
CCCNC(=O)NC(=O)CN1C(=O)NC(C)(c2ccc3ccccc3c2)C1=O (stereo not drawn) | 23 | -2 | 24 | -2 | -3 | 1 | i | 1 | -8 | 32
CN(CC(=O)Nc1ccccc1Br)Cc1nc2ccccc2c(=O)[nH]1 | 11 | 0 | 8 | -4 | -5 | 3 | i | 10 | -8 | 18
COc1ccc(-n2nc(C(=O)NCC(=O)Nc3cccc(NC(C)=O)c3)c3ccccc3c2=O)cc1 | · | -4 | -2 | · | · | · | i | -1 | -3 | 16
Cc1ccc(C(=O)NCC(=O)OCc2nnc(-c3ccccc3)o2)cc1 | 18 | -4 | 8 | 2 | 2 | -4 | i | -8 | 1 | 10
CCOc1ccc(/C=N/NC(=O)c2nnn(-c3nonc3N)c2-c2cccs2)cc1 | 19 | -6 | -18 | 4 | 17 | 3 | i | -4 | -42 | -11
Cc1ccc(NC(=O)CS(=O)CC(=O)Nc2cnc3ccccc3c2)cc1Cl (stereo not drawn) | 20 | -1 | 2 | -1 | 1 | -8 | i | -9 | 13 | 14
O=C(O)CCc1n[nH]c(=S)[nH]c1=O | 16 | 0 | 0 | 0 | -5 | 6 | i | -11 | -5 | 2
CCOc1ccc(S(=O)(=O)NCc2ccc3c(c2)OCO3)cc1C(=O)O | 5 | -2 | -6 | -1 | -1 | -1 | i | 3 | -5 | 6
Cc1ccc(CCNC(=O)CCS(=O)(=O)c2ccc3c(c2)oc(=O)n3C)cc1 | 16 | -6 | 6 | 0 | -30 | · | i | 1 | 1 | 22
O=C(C1=C(c2ccccc2)C(=O)c2ccccc2C1=O)c1ccccc1 | 19 | 74* | 55 | -6 | · | 1 | i | -20 | · | 82*
C[C@]1(C(=O)NCCc2c[nH]c3ccccc23)C=C[C@@H](Cc2ccccc2)N1C(=O)c1ccccc1 | 21 | -2 | 10 | -6 | -3 | -8 | i | -2 | 5 | 30
CCN(CC)CCN1C(=O)C(=O)/C(=C(/O)c2ccc(OC(C)C)cc2)C1c1ccncc1 (stereo not drawn) | 13 | 12 | 2 | 4 | 0 | -6 | i | 9 | -9 | -2
Cc1ccc(CSCCNC(=O)/C=C/c2ccccc2Cl)cc1 | -17 | 0 | 3 | -3 | -4 | 5 | i | -2 | -1 | 11
O=S(=O)(CCc1nc2ccccc2o1)c1ccc(Cl)cc1 | -7 | 1 | 4 | 4 | -2 | 4 | i | 10 | -7 | 12
COc1cc2c3nnc(-c4ccc(F)cc4)c-3cn(Cc3cccc(F)c3)c2cc1OC | 36 | -1 | -6 | 1 | -1 | -2 | · | 2 | 0 | -1

Complete entries as entered above.
CSc1ccc(S(=O)(=O)NCC(=O)OCC(=O)N2CCCCC2C)cc1[N+](=O)[O-] (stereo not drawn) is listed as AI-2 QS modul: 1; HSP90 refold inh: ·; HSF1 inh: -2; GSK3B inh: 0; GSK3 alpha inh: -2; DYRK1A inh: 4; PolyA inhibitor: i; Platelet DG rel: 8; HDAC3 inh: 0; HSF1 activator: -17
Cn1c(SCC(=O)Nc2ccc3[nH]c(=O)[nH]c3c2)nnc1-c1ccc(F)cc1 is listed as AI-2 QS modul: 12; HSP90 refold inh: -3; HSF1 inh: -8; GSK3B inh: -1; GSK3 alpha inh: -1; DYRK1A inh: 3; PolyA inhibitor: i; Platelet DG rel: 1; HDAC3 inh: -6; HSF1 activator: -9

The list is partial; the hit share may differ from the screen's.
